# Screens as filed in PubChem BioAssay.
# p53 reactivator = qHTS assay for re-activators of p53 using a Luc reporter. H1299 p53-A138V BP100-luciferase reporter, luminescence, 24 h. Potency, µM (highest dose often 92.2 µM), for inactives: at the top dose activity change, positive = activation, most hits filed as activators. 320,000 tested, 0.063% active. AID 504706, 2011; further: potency means the concentration at half of the fitted maximal effect; % of control where 0% means no effect; nearly all actives have a fitted effect of over 45% in size
#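 H1299 (p53-null), stable ts p53-A138V + BP100-Luc; 1000 cells/well, Opti-MEM/10% FBS; cpd 4 pt, 1:5; 24 h, 37 deg C, 5% CO2; detection reagent 10 min RT; luminescence.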
# TRPV1 ag = HTS Assay for Compounds that Act as Agonists of the Vanilloid Receptor 1 | AID 540275, 2011 | 320,000 tested, 0.19% active | TRPV1-expressing cells, Fluo-8 calcium influx, agonist mode | activation, % at 8.33 µM; in the data active means activation above about 80%; inconclusive means between about 30% and that limit; further: 0% is about no effect
#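 Cells expressing TRPV1 were dye-loaded with Fluo-8 and read kinetically: 10 s baseline, 3 min after compound (agonist portion), then 2 min after EC20 capsaicin (allosteric enhancer portion). Calcium-bound dye fluorescence at 480/520 nm.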
# AT treatment = qHTS Assay for Identifying a Potential Treatment of Ataxia-Telangiectasia | […] A-T fibroblasts, KAP-1 phosphorylation AlphaLISA; neocarzinostatin DNA damage 30 min before lysis | Potency, µM (titrated, usually from 57.5 µM), inactives show top-dose activation, hits mostly activators | 320,000 tested, 0.19% active; further: potency means the concentration at half of the fitted maximal effect; % of control where 0% means no effect; nearly all actives have a fitted effect of over 45% in size
#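 hTERT-immortalized A-T patient fibroblasts ([…]), 500 cells/well in OPTI-MEM, 1% FBS, got compounds for 60 min, then NCS for 30 min at 37C. Lysates were then assayed for phospho-KAP-1 by AlphaLISA (anti-pKAP1 donor, anti-KAP1 acceptor beads), 6 hr at 25C.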
# CXXC DNA block = qHTS Fluorescence Polarization Assay for Inhibitors of MLL CXXC domain - DNA interaction | Histone-lysine N-methyltransferase 2A (Homo sapiens), Q03164 | MLL-CXXC / FITC-HOXA9 DNA fluorescence polarization | Potency, µM (series often up to 115 µM), for the others: at the highest dose activity change, negative = inhibition, actives largely listed as inhibitors | 290,000 tested, 0.037% active | AID 2662, 2010; active means well fitted inhibition curve with a large enough effect in the polarisation, with a control signal flat, not every such curve was filed as active; inconclusive means small, poorly fitted or top-dose-only effect, or effect the other way, or a change in a side signal; inactive means no such curve, though single readings can be large or run the other way; the % refers to the polarisation; further: potency means the concentration at half of the fitted maximal effect
#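 Fluorescence polarization: 7 uM MLL-CXXC (stock) preincubated 5 min with compounds, then 50 nM fluorescein-HOX-A9 DNA (stock) added; 30 min ambient. Buffer 50 mM Tris-HCl pH 7.5, 50 mM NaCl, 1 mM DTT, 0.05% BSA.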
# Integrin act MD = qHTS for Activators of Integrin-Mediated Alleviation for Muscular Dystrophy; 350,000 tested, 0.064% active; alpha7betagal myoblasts, beta-gal FDG fluorescence, 48 h; Potency, µM (highest dose often 38.3 µM), inactives show at the top dose activation, usual class: activators; AID 624291, 2012;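 further: potency means the concentration at half of the fitted maximal effect; 100% = response of the positive control SU9516; nearly all actives have a fitted effect of over 60% in size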
#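 Alpha7betagal+/- myoblasts (passage 13) were plated 16-24 hr, then exposed to compounds (1:260 dilution of DMSO stock) for 48 hours at 37C. After MPER lysis, β-galactosidase reporter activity was read as FDG fluorescence (ex 480/em 540) after 30 minutes.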
# PTAP TSG101 blk = qHTS Assay for Iinhibitors of HIV-1 Budding by Blocking the Interaction of PTAP/TSG101. Fluorescence polarization, FITC-PTAP peptide / Tsg101 binding. 340,000 tested, under 10 active. AID 493005, 2010. Tumor susceptibility gene 101 protein (Homo sapiens), Q99816. Potency, µM (top dose mostly 115 µM), without a hit: at the top dose activity change, negative = inhibition, actives largely listed as inhibitors; active means well fitted inhibition curve with a large enough effect in the main read-out, with a control signal flat, not every such curve was filed as active; inconclusive means small, poorly fitted or top-dose-only effect, or effect the other way, or a change in a side signal; inactive means no such curve, though single readings can be large or run the other way; further: potency means the concentration at half of the fitted maximal effect; % of control where 0% means no effect
# Target sequence (Q99816 whole entry, looked up): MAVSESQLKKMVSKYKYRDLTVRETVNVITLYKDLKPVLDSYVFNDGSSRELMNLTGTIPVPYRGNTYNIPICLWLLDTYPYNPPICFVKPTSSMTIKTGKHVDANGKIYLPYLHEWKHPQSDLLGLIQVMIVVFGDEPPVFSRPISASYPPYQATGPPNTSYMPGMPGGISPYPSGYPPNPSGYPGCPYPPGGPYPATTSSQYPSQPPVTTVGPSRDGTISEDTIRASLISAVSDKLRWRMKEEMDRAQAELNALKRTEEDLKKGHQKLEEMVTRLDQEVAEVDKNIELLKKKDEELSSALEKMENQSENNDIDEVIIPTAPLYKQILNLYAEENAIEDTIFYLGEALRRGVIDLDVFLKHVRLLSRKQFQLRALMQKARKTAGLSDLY
#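 Fluorescence polarization binding of Tsg101 binding domain (10 uM final) to FITC-labeled PTAP peptide (50 nM final) in HEPES pH 7.5 buffer with NaCl, Tween 20, EDTA, TCEP. Compounds added before peptide; binding 20 min at RT.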
# ELG1 repair inh = qHTS screen for small molecules that inhibit ELG1-dependent DNA repair in human embryonic kidney (HEK293T) cells expressing luciferase-tagged ELG1. HEK293T ELG1-luciferase reporter, luminescence, 16 h; DNA damage induced by 5-fluorouridine. Potency, µM (doses to about 46.1 µM), for inactives: at the top dose activity change, negative = inhibition, hits mostly inhibitors. 330,000 tested, 2.3% active. AID 504467, 2011; further: potency means the concentration at half of the fitted maximal effect; on the % scale 0 is the no-effect control and ±100 the full control effect; nearly all actives have a fitted effect of over 55% in size
#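 In this reporter screen, reduction of luminescence relative to DMSO vehicle indicated activity. Compounds and 5-fluorouridine were added together to 2,000 cells per well, incubated for 16 hr at 37 °C, then developed with ONE-Glo.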
# BRCA1 expr act = qHTS Assay to Identify Small Molecule Activators of BRCA1 Expression | MCF7-BRCA1-FFLuc reporter, luminescence, 48 h; response scale: scaled: vehicle 0%, 10 µM genistein 100% | Potency, µM (top dose mostly 46.1 µM), for the others: at the highest dose activation, actives largely listed as activators | 380,000 tested, 1.1% active | AID 624202, 2012; further: potency means the concentration at half of the fitted maximal effect; nearly all actives have a fitted effect of over 80% in size; some results filed as inactive show a strong effect at the top dose
#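 Luminescence from a BRCA1-driven firefly luciferase in MCF7 cells was the read-out, taken 15 min after substrate addition following 48 h compound exposure at 37 °C. Data were normalized to a 10 microM genistein control and DMSO vehicle.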
# TCR activator = Activators of T cell receptors: qHTS campaign. primary human leukocytes, anti-CD3, IL-2 HTRF, 48 h. Potency, µM (doses to about 9.22 µM), without a hit: at the top dose activation of IL-2 secretion, hits mostly activators. 330,000 tested, under 10 active. AID 504894, 2011; further: % of control where 0% means no effect
#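 Primary human leukocytes receive a-CD3 beads and test compound and are incubated 48 hr. Secreted IL-2 is then assayed by HTRF, measuring 665nm acceptor emission after 320nm excitation of the europium donor.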
# B2AR arrestin = qHTS assay of beta-arrestin-biased ligands of beta2-adrenergic receptor | 330,000 tested, 0.02% active | Potency, µM (top dose mostly 46.1 µM), without a hit: top-dose activation, actives largely listed as activators | beta-arrestin recruitment to beta2AR, cell-based reporter | Beta-2 adrenergic receptor (Homo sapiens), P07550;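 further: potency means the concentration at half of the fitted maximal effect; 0% = DMSO controls and full agonism = EC100 isoproterenol or metaproterenol; nearly all actives have a fitted effect of over 65% in size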
# Target sequence (P07550 whole entry, looked up): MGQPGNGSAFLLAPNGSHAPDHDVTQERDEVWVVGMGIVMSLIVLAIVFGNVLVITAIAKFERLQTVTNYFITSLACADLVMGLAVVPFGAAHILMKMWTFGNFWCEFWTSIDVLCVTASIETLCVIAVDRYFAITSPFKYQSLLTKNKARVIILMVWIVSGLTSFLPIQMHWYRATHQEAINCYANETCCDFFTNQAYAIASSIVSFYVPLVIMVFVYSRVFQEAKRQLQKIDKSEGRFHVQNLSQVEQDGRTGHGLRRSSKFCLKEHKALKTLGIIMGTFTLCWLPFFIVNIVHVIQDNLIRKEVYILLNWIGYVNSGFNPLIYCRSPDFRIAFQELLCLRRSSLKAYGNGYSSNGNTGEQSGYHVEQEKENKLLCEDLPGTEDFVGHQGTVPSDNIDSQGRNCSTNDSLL
# The depositor's hits bear a star; ? = inconclusive; . = no result given; [ ] = remark or other dose. Unless noted, the call rests on the fitted dose curve; in most records, active means well fitted curve in the direction sought with a large enough effect; inconclusive means small, poorly fitted or top-dose-only effect, or another doubt; inactive means no such curve, though single readings can be large; an effect the other way counts as inactive or inconclusive.
SMILES,p53 reactivator,TRPV1 ag,AT treatment,CXXC DNA block,Integrin act MD,PTAP TSG101 blk,ELG1 repair inh,BRCA1 expr act,TCR activator,B2AR arrestin
COc1cc(C)c(C2NC(=O)c3ccccc3N2)cc1C (stereo not given),.,.,.,.,-6%,0%,.,-59%,-2%,.
CCCN(CCC)CCCNC(=O)c1cc2cc3ccc(Cl)cc3nc2o1,0%,1,-7%,0%,18%,0%,14%,-5%,-5%,0.2%
COc1ccc(OC)c(NC(=S)N2CCN(c3ccccn3)CC2)c1,10%,0,0%,-14%,7%,-1%,1%,0%,-2%,-0.8%
COc1ccc(S(=O)(=O)N2CCC(C(=O)N[C@@H](C)C(=O)NC3CC3)CC2)cc1,3%,1,2%,-3%,-15%,-4%,?,1%,7%,-0.4%
CCN(CC)CCCNC(=O)c1cn(CC)c2cc(N3CCN(C(=O)c4ccco4)CC3)c(F)cc2c1=O,18%,1,-3%,26%,-11%,-9%,1%,0%,-6%,0.3%
O=C1CC(N2CCC(c3nc4ccccc4[nH]3)CC2)C(=O)N1Cc1ccccc1 (stereo not given),.,-2,.,-2%,-22%,-1%,.,1%,1%,.
CCOc1ccccc1-c1nc(CN2CCCN(C(=O)c3ccco3)CC2)c(C)o1,-2%,0,15%,-10%,-13%,.,-8%,-19%,-7%,-0.2%
CC(C)(C)NC(=O)CC1C(=O)NCCN1Cc1c(F)cccc1Cl (stereo not given),1%,-3,4%,-4%,1%,-6%,6%,-9%,-2%,0.5%
O=C(Oc1ccc2ccccc2c1)C1CCC1,.,1,0%,24%,5%,-8%,5%,-33%,3%,0.5%
Cc1noc(C)c1C(=O)Nc1ccc2c(c1)CCC2,.,10,.,-11%,-6%,.,.,-9%,.,.
COc1ccc(N=C2C(=O)Nc3ccccc32)cc1,12%,3,3%,-4%,?,-15%,-2%,9%,-31%,-0.1%
CCOC(=O)N1CCN(c2nc(C(F)(F)F)nc3c(C)cc(C)cc23)CC1,.,?,.,-5%,-11%,-10%,.,-29%,-2%,.
CN1C[C@@H]2[C@@H]3C(=O)N(C)C(=O)[C@@H]3[C@](C)(C1=O)N2C(=O)c1ccc(Cl)cc1,.,.,.,.,-14%,-2%,.,-5%,-7%,.
CC(=O)N1CCN(c2ccc(NC(=O)c3cccc(OCc4ccccc4)c3)cc2)CC1,-9%,14,3%,0%,-11%,-2%,?,-60%,-10%,-0.1%
CC(Oc1ccc(F)cc1)C(=O)Nc1cc(S(=O)(=O)N2CCCCC2)ccc1N1CCN(C)CC1 (stereo not given),.,.,.,.,-6%,-9%,.,-10%,-14%,.
CC(=O)CSc1cc(C)nc2c(-c3ccccc3)c(C)nn12,-3%,-1,4%,-2%,26%,-1%,17%,-5%,2%,-0.1%
CCOC(=O)c1sc(SCC(=O)Nc2ccc(N(C)C)cc2)nc1N,-2%,?,-6%,3%,-11%,-6%,6%,-26%,-1%,0.6%
O=C(C1CCCCC1)N1CCC2CC1c1cc(Cl)ccc12 (stereo not given),.,.,.,.,3%,-15%,.,7%,9%,.
O=C(O)c1cc2nc(-c3ccccc3)cc(C(F)(F)F)n2n1,-12%,-3,11%,-2%,-3%,-4%,10%,-23%,.,-3.3%
O=C(CN1CCCCC1)Nc1ccc(S(=O)(=O)N2CCOCC2)cc1,-3%,-1,-1%,0%,0%,-1%,-1%,-23%,4%,-0.1%
CC1OC2(OC1C)C(=O)Nc1ccccc12 (stereo not given),-2%,-4,-2%,25%,9%,0%,-1%,-2%,-5%,-0.3%
CC(C)N1CCN(S(=O)(=O)c2ccccc2)CC1,.,-2,3%,-5%,?,2%,3%,17%,-5%,0.1%
O=C(NCC1CCCO1)c1ccc(Br)s1 (stereo not given),7%,20,8%,-11%,-22%,-4%,17%,70%,3%,-0.4%
CC(=O)c1ccc(NC(=O)C(C)OC(=O)COc2ccc(C#N)cc2)cc1 (stereo not given),17%,5,3%,-3%,3%,-1%,?,-23%,-4%[46.1 µM],0.3%
O=S1(=O)C=CC(Nc2cccc(Cl)c2)C1 (stereo not given),-21%,0,4%,4%,-38%,1%,-10%,6%,.,0.0%
COc1ccc(OCC(=O)NC(=S)NNC(=O)COc2ccc(Br)cc2Cl)cc1,-1%,-1,10%,0%,-3%,-5%,0%,?,7%,-0.1%
Cc1[nH]c(=O)c(C#N)c(C)c1CCC(=O)Nc1cc(S(C)(=O)=O)ccc1Cl,10%,-4,10%,4%,4%,0%,17%,0%,4%,-2.0%
COC(=O)C1=C(C)NC(=O)CC1c1cccc(OC)c1OC (stereo not given),-1%,-4,0%,-5%,-16%,-8%,-2%,-8%,4%,-0.3%
CCC1=NN2C(=N)/C(=C\c3cccn3-c3ccc(C)c(C)c3)C(=O)N=C2S1,4%,10,-9%,-2%,41%,0%,18µM*,-12%,5%,-0.3%
COc1ccc(CCNC(=O)c2noc(C(C)C)c2[N+](=O)[O-])cc1OC,-4%,0,-11%,25%,-15%,-2%,8%,1%,-3%,-0.1%
Cc1c(Cl)cccc1NC(=S)N1CCN(C(=O)C2CCCO2)CC1 (stereo not given),-6%,0,3%,3%,7%,-3%,9%,0%,8%[46.1 µM],-0.2%
O=C(/C=C/c1ccccc1)Nc1cc(S(=O)(=O)N2CCOCC2)ccc1N1CCCC1,-13%,12,-5%,3%,-35%,-2%,-1%,-8%,9%[46.1 µM],-0.6%
CCN(c1ccccc1)S(=O)(=O)c1ccc(C(=O)N2CCN(c3ccccc3)CC2)cc1,-6%,.,8%,.,-6%,-1%,?,-32%,3%,0.1%
Cc1sc2ncn(CC(=O)NCC3COc4ccccc4O3)c(=O)c2c1S(=O)(=O)N1CCCCC1 (stereo not given),2%,0,-2%,-5%,4%,2%,17%,-1%,0%,-0.2%
Nc1cc(=O)[nH]c(SCC(=O)Nc2ccc(Cl)c(Cl)c2)n1,4%,1,3%,4%,7%,2%,14%,2%,2%,4.4%
CC1CCCC(C)N1/N=C/c1ccc(C(=O)O)cc1 (stereo not given),5%,0,-1%,6%,0%,-9%,4%,2%,0%,-1.6%
CCc1nc2ccccc2c(=O)n1NCCc1ccccc1,15%,?,15%,-1%,-20%,-2%,3%,3%,1%[46.1 µM],-0.5%
CC1CCCCC1NC(=O)CN1CCC(O)(c2ccc(F)cc2)CC1 (stereo not given),-19%,1,-1%,-1%,-23%,-8%,-8%,12%,-17%,-0.2%
O=C(O)c1nn(CCOc2ccc(Br)cc2)c(=O)c2ccccc12,-3%,-3,-4%,-3%,-9%,-3%,9%,-19%,1%,0.4%
O=C(c1ccc2snnc2c1)N1CCN(c2ccccc2)CC1,-4%,28,0%,7%,4%,-1%,23%,0%,-17%,-0.8%
CCCCCCCC1(C)NC(=O)NC1=O (stereo not given),-9%,-6,-3%,15%,-6%,-4%,-7%,-19%,2%,0.1%
O=C(NCCCCCCNC(=O)c1ccc(Br)s1)c1ccc(Br)s1,12%,3,-3%,-3%,-20%,-3%,14%,3%,6%[46.1 µM],-1.2%
CCN(CC)c1nc(C)nc2c1sc(=S)n2C,0%,6,2%,-1%,19%,0%,-16%,1%,-6%,-0.1%
CCOC(=O)[C@H]1O[C@@H]1C(=O)N[C@@H](CC(C)C)C(=O)NCCC(C)C,.,3,.,7%,.,0%,.,24%,-12%,0.3%
O=[N+]([O-])c1cccc(NC2=NCCC2)c1,6%,3,0%,1%,4%,-1%,-12%,28%,-6%,-0.7%
COC(=O)c1ccc(C(=O)OC)nc1,0%,-3,9%,5%,7%,-8%,-3%,7%,0%,-1.2%
